MazF activator = MazEF (E. coli) toxin RNase activation. P0AE70. FAM/BHQ RNA-DNA oligo cleavage fluorescence, 5 h. activation, % at 20 µM. actives 0.32% (n = 350,000). AID 504720; in the data active = activation above about 50%
Target sequence (P0AE70 whole entry, looked up): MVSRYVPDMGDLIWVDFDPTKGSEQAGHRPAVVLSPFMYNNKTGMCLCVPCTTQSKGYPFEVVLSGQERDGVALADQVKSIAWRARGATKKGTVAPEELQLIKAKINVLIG
Rv3671c protease = Rv3671c (M. tuberculosis) protease inhibition | inhibition, % at 5.96 µM | actives 0.048% (n = 320,000) | P9WHR9 | AID 2606; in the data active = inhibition above about 38%;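 note: extracellular domain of Rv3671c used as enzyme; 0% = enzyme with DMSO and 100% = no enzyme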
BoNT F protease = blocks Botulinum neurotoxin F light chain protease; Multiplex microsphere protease cleavage assay, flow cytometry; actives 0.22% (n = 360,000); inhibition, % at 10 µM; in the data active = inhibition above about 35%, passing the limit was not always enough; inconclusive = no clear call, values can overlap the other calls; note: plate controls were buffer without enzyme for full effect and enzyme alone for no effect
PrPC TRFRET = cell surface PrPC inhibition, primary TR-FRET screen. P04156. TR-FRET read-out. inhibition, % at 13.8 µM. actives 0.43% (n = 370,000); in the data active = inhibition above about 24%; note: 0% = median of the test wells and 100% = reference compound wells
VHR inh abs = inhibitors of human VHR1 phosphatase (DUSP3); P51452; recombinant VHR phosphatase, pNPP absorbance; inhibition, % at 13.3 µM; actives 0.52% (n = 290,000); in the data active = inhibition above about 50%; note: some compounds called inactive have numbers as strong as hits
Target sequence (P51452 whole entry, looked up): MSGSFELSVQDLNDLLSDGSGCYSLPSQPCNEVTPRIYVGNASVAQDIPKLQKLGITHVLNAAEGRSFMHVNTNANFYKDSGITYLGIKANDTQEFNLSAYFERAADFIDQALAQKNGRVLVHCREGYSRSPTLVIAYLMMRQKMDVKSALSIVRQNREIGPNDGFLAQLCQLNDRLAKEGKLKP
BoNT-A LC inh2 = BoNT A light chain protease inhibition; multiplex microsphere protease substrate cleavage, flow cytometry; actives 0.17% (n = 360,000); AID 588499; inhibition, % at 10 µM; note: plate controls were buffer without enzyme for full effect and enzyme alone for no effect
Anthrax LF inh2 = blocks Bacillus anthracis lethal factor protease | multiplex microsphere protease cleavage assay, LF | inhibition, % at 10 µM | actives 0.12% (n = 360,000) | AID 588501; note: plate controls were buffer without enzyme for full effect and enzyme alone for no effect
Target sequence (P15917 whole entry, looked up): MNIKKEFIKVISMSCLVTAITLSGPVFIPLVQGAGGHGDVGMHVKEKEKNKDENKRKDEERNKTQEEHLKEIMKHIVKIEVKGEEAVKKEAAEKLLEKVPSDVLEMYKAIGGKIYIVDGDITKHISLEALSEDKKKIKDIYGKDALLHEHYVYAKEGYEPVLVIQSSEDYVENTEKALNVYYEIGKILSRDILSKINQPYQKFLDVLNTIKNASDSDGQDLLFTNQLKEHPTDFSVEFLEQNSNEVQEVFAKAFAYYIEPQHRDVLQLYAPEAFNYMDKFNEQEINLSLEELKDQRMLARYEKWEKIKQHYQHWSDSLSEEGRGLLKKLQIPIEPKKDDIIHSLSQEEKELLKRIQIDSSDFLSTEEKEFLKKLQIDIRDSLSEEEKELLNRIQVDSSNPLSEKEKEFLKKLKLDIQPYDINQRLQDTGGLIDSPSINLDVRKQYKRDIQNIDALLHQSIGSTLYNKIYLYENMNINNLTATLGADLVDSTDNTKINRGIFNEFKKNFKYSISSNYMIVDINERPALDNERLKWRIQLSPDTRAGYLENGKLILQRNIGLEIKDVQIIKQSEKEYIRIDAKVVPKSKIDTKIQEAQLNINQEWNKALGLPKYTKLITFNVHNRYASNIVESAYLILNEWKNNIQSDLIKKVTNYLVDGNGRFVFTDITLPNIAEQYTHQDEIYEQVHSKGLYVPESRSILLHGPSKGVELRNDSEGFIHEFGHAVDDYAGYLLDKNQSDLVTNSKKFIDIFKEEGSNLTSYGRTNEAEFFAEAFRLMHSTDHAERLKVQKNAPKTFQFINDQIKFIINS
PriA SSB inh = blocks PriA binding to SSB C-terminal tail. AlphaScreen SSBct-PriA binding, biotinylated peptide. inhibition, % at 33 µM. actives 0.6% (n = 430,000); in the data active = inhibition mostly above about 37%, no sharp cut-off; inactive = mostly below about 20%;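 note: plate controls were negative control peptide for no effect and reference peptide for full effect; strong numbers were not always called active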
3CLpro inhibitor = SARS-CoV 3CLpro protease inhibition; P0C6X7; recombinant SARS-CoV 3CLpro, quenched FRET peptide cleavage; inhibition, % at 6 µM; actives 0.14% (n = 290,000); AID 1706; in the data active = inhibition above about 12%
CCHF vOTU inh = blocks the CCHF virus ovarian tumor domain protease | CCHFV vOTU protease, Pep-AMC fluorescence | inhibition, % at 11.5 µM | actives 0.55% (n = 370,000) | AID 651958; in the data active = inhibition above about 30%; note: 0% = vehicle wells with enzyme and 100% = no enzyme wells
Starred values were filed as active, the others as inactive; i = inactive; u = inconclusive; x = no result given; & = joins results of further samples. Cut-off read from the data, not from the text of the source, unless noted: active = inhibition above about 30%; inconclusive = no clear call, values can overlap the other calls; inactive = below that.

Start of the data: the first 2 records (preview)
SMILES	MazF activator	Rv3671c protease	BoNT F protease	PrPC TRFRET	VHR inh abs	BoNT-A LC inh2	Anthrax LF inh2	PriA SSB inh	3CLpro inhibitor	CCHF vOTU inh
CC(=O)c1ccccc1OC(=O)CCN1C(=O)C2C3C=CC(C4CC34)C2C1=O (centres undefined)	0	-8	-4	9	19	-0.1	1	-8	0	6
O=C(CSc1nc(=O)n2ccccc2n1)N1N=C(c2cccs2)CC1c1ccc(F)cc1 (centres undefined)	3	-8	-5	-6	x	-2.1	-2	-2	x	4

The whole of this part, from the start:
SMILES	MazF activator	Rv3671c protease	BoNT F protease	PrPC TRFRET	VHR inh abs	BoNT-A LC inh2	Anthrax LF inh2	PriA SSB inh	3CLpro inhibitor	CCHF vOTU inh
CC(=O)c1ccccc1OC(=O)CCN1C(=O)C2C3C=CC(C4CC34)C2C1=O (centres undefined)	0	-8	-4	9	19	-0.1	1	-8	0	6
O=C(CSc1nc(=O)n2ccccc2n1)N1N=C(c2cccs2)CC1c1ccc(F)cc1 (centres undefined)	3	-8	-5	-6	x	-2.1	-2	-2	x	4
NC(=O)c1ccsc1NC(=O)COC(=O)/C=C/c1ccc([N+](=O)[O-])cc1	-3	-6	-18	-2	44	-1.2	-3	7	3	-10
CS(=O)(=O)Nc1cccc(C2=NN(C(=O)c3ccccc3)C(c3cccs3)C2)c1 (centres undefined)	0	-3	1	2	4	-2.9	-6	-8	5	-16
O=C(O)CCNS(=O)(=O)c1cccc(Br)c1	10	-2	0	-4	-19	-0.5	-4	-8	-5	-10
Nc1nonc1-n1nnc(C(=O)N/N=C/c2ccc(Cl)cc2Cl)c1CN1CCOCC1	124*	2	2	-4	-15	-1.3	-1	x	-5	5
COC(=O)C[C@@H]1C[C@@H]2c3cc(NS(=O)(=O)c4ccc(F)cc4)ccc3O[C@@H]2[C@@H](CO)O1	8	x	2	7	x	0.0	-8	x	x	2
O=C(Nc1c2c(nn1-c1ccccc1)CS(=O)(=O)C2)C1CCCC1	-8	2	7	1	6	-1.3	4	-12	2	4
O=C1c2ccccc2-c2cccc(C(=O)N3CCCCCC3)c21	-7	-8	2	-25	-5	0.8	1	4	5	4
CSc1ccc(CN2CCCC(CO)(Cc3ccccc3)C2)cc1 (centres undefined)	-2	-13	4	5	-23	-1.7	2	0	8	7
CCOc1ncnc2c1oc1nc(CC(C)C)c3c(c12)CC(C)(C)OC3	5	4	3	-4	19	2.1	0	1	1	-10
C[C@H]1CN(S(=O)C(C)(C)C)[C@H](CCO)/C1=C\c1ccccc1 (some centres undefined)	-3	x	-1	-2	x	-0.4	-4	-5	x	-1
COc1ccc(NC2CCCN(C(=O)CCc3ccccc3F)C2)cc1 (centres undefined)	6	2	3	-5	5	1.6	2	16	-4	21
Cc1ccc2nc(C)c(C(=O)N/N=C/c3ccco3)cc2c1	-1	-9	-3	-3	8	-0.5	1	x	-7	-20
CC(=O)Nc1c(F)c(F)c(F)c(F)c1F	7	-2	8	-2	17	-0.4	0	-2	1	5
CC(=O)NC12CC3CC(C1)CC(C(=O)OCC(=O)Nc1c(F)cccc1F)(C3)C2	-6	-3	-8	2	x	-0.5	-4	8	x	3
COc1ccc(NC(C)=O)cc1NC(=O)C1CCN(C(=O)Nc2ccccc2)CC1	-6	0	9	-5	x	2.0	5	-4	x	-4
O=C(NCc1ccccn1)c1c(Cl)cccc1Cl	0	-14	u	1	7	-0.2	-4	-21	-1	0
O=C(C(=O)N1CCN(c2ccccc2F)CC1)c1cn(CC(=O)N2CCCC2)c2ccccc12	0	x	0	-6	x	-0.3	0	6	x	0
CCN1CCN(C(=O)c2cc(-c3ccc(Cl)s3)nc3ccccc23)CC1	-45	x	-3	6	8	-2.5	1	-5	-4	-90
COC(=O)C1=C(C)NC2=C(C(=O)c3ccccc32)C1c1cccc(OC)c1 (centres undefined)	7	-7	u	2	18	-3.5	0	12	4	6
CC(=O)N/C(=C/c1ccc2c(c1)OCO2)C(=O)NCCCO	3	6	1	-3	0	0.5	2	-13	5	3
Cc1ccc(NC(=O)[C@H](C)NC(=O)C2CCN(C(=O)[C@@H](NC(=O)OC(C)(C)C)C(C)C)CC2)cc1	2	12	16	7	6	1.9	4	-9	1	-3
COc1ccc(NC(=O)[C@@H]2CC=C[C@@H]3CCN(Cc4ccc(Cl)c(Cl)c4)C(=O)[C@@H]32)cc1	-4	-7	-5	7	x	0.9	-3	2	x	-5
COc1cccc(C(C)(O)c2nc(-c3ccc4ccccc4c3)cs2)c1 (centres undefined)	x	x	1	6	x	0.0	0	x	x	-1
Cc1ccc(C(C)C)c(OCC(=O)NN=C2CCCCCCC2)c1	-4	-1	-1	9	18	-0.5	1	-17	5	-3
Cc1cc(C(=O)CSc2nnc(-c3ccc(Cl)cc3)n2CC2CCCO2)c(C)n1C (centres undefined)	8	6	-33	7	6	0.1	2	8	0	-11
CC(Sc1nnc(CN2CCCC2)n1Cc1ccccc1)C(=O)Nc1ccc(F)cc1 (centres undefined)	2	-3	7	-6	10	5.2	-2	1	4	13
COc1ccc(C(CNC(=O)c2cccc(Br)c2)N2CCCC2)cc1 (centres undefined)	11	-1	-2	2	29	-1.6	-4	-6	5	2
CCCCn1c(N)c(N(CC(C)C)C(=O)CCCc2nc3ccccc3c(=O)[nH]2)c(=O)[nH]c1=O	4	5	0	4	x	3.2	2	0	x	-15
CCC1Oc2ccc(C)cc2N(CC(=O)N2CCN(c3ccc(F)cc3)CC2)C1=O (centres undefined)	7	-4	-2	x	12	-1.6	-1	-7	-1	x
CC1CCCCC1NC(=O)CSc1nnc(CC(=O)Nc2ccccc2F)n1C (centres undefined)	15	10	-6	-7	-8	-4.9	-9	2	2	-1
CN(C)c1nc(Nc2ccc(F)cc2)nc(Oc2ccc(F)cc2)n1	11	-5	-254	5	16	57*	-90	2	5	0
CC(NC(=O)c1ccccc1F)C1CC1 (centres undefined)	2	7	1	11	19	2.5	-2	-5	1	14
Cc1cc2oc(=O)cc(CN(C)Cc3ccccc3)c2cc1C(C)C	-9	3	-20	3	x	-5.9	-10	-7	-1	-2
COc1nc(-c2ccc(Cl)cc2Cl)nc2ccccc12	12	-3	-8	-5	-4	-6.1	-14	-32	-5	-3
O=c1oc2ccccc2c(Nc2cc3ccccc3cc2O)c1[N+](=O)[O-]	-3	-2	-9	2	-7	0.6	-7	23	4	30*
O=C1C=C(O)CC(c2ccc(Cl)cc2)C1 (centres undefined)	-2	-2	-6	4	-6	0.5	-1	-6	5	2
Cc1ccccc1NC(=O)Cn1nnc2c(cnn2-c2ccc(F)cc2)c1=O	-5	-11	-7	-6	27	0.0	-2	0	-1	1
CCc1nc(N)c(C#N)c(-c2cccnc2)c1C	3	11	11	0	-19	7.2	-11	-17	-1	7
Cc1ccc(S(=O)(=O)/N=C2/NC(=O)/C(=C/c3cccnc3)S2)cc1	-3	2	-4	0	26	0.5	0	x	1	-1
CCOc1cc(/C=C2\C(=O)ON=C2c2ccccc2)ccc1OC	-3	12	12	3	x	0.7	1	-22	1	-14
CN(C)S(=O)(=O)n1cc(/C=C(\NC(=O)c2ccccc2Cl)C(=O)N2CCOCC2)c2ccccc21	-4	-10	-7	-6	-15	-4.8	0	-4	3	8
COc1cc(S(=O)(=O)N2CCn3cccc3C2C)ccc1NC(C)=O (centres undefined)	2	6	x	-9	x	x	x	-7	x	-5
CN(C)CCCN(C(=O)c1ccco1)c1nc2ccc(Br)cc2s1	12	-3	x	1	2	x	x	5	2	9
Cc1ccccc1OCC(=O)Nc1ccc(NC(=O)c2ccco2)cc1	-6	-21	0	-3	27	-0.6	-1	-2	-4	2
Cc1cc(=O)[nH]c(CN2CCOCC2)n1	-10	4	-5	9	21	0.4	0	-15	-2	7
CNC(=O)c1cc(-c2ccc(Cl)cc2)n(-c2ccccc2)n1	6	-2	-18	3	16	-3.7	-4	5	5	-10
CCCc1c2c(cc3c(=O)cc(C(=O)OCC)oc13)CCCC2	1	-2	-19	-3	30	-2.7	-6	10	2	11
CCn1cc(CNC(=O)CCSc2nc(-c3ccco3)cc(C(F)(F)F)n2)cn1	-4	-7	x	-6	-4	x	x	1	0	5

The listing continues:
SMILES	MazF activator	Rv3671c protease	BoNT F protease	PrPC TRFRET	VHR inh abs	BoNT-A LC inh2	Anthrax LF inh2	PriA SSB inh	3CLpro inhibitor	CCHF vOTU inh
CCCS(=O)(=O)NC(=O)C1(C)CCN(C(=O)c2ccc(C(F)(F)F)cc2)C1 (centres undefined)	x	x	-3	-2	x	-0.1	-8	x	x	6
CCCCn1c(N)c(N(CC(C)C)C(=O)COC(=O)c2ccccc2NCCO)c(=O)[nH]c1=O	6	4	-16	1	x	-5.9	0	-14	x	-127
N#C/C(=C\c1cccc([N+](=O)[O-])c1)c1ccccn1	3	4	-6	-19	-1	0.7	4	7	-5	-8
COc1cc(C2N(c3ccccc3)CCN2c2ccccc2)cc(OC)c1OC	3	0	-3	2	8	-1.1	-4	23	-1	15
CCC1SC(CC)C(=O)N(CC(=O)NCCc2ccccc2)C1=O (centres undefined)	5	5	4	-6	-3	-1.7	-5	-8&-5&-3	0	-8
C=CCNC(=O)C1CCN(c2c([N+](=O)[O-])cc(C(F)(F)F)cc2[N+](=O)[O-])CC1	5	0	0	0	9	-0.5	-4	-8	0	7
CC1CCCC(NC(=O)NC(=O)COC(=O)C2=NN(c3ccccc3)C(=O)CC2)C1C (centres undefined)	2	-2	2	7	x	-0.5	-2	15	x	23
Cc1ccc(F)cc1NS(=O)(=O)c1ccc(Cl)s1	-2	-7	9	x	x	-0.2	0	-10	x	x
CC1(NC(=O)CC[N+](C)(C)CCO)CS(=O)(=O)CC1S(=O)(=O)[O-] (centres undefined)	x	-2	x	1	-7	x	x	x	5	-4
COc1ccc(OC(=O)C(C)N2C(=O)c3ccccc3C2=O)cc1 (centres undefined)	1	1	1	9	2	-3.7	-8	-10	-1	-3

Grouped by structure: those above containing bromine
SMILES	MazF activator	Rv3671c protease	BoNT F protease	PrPC TRFRET	VHR inh abs	BoNT-A LC inh2	Anthrax LF inh2	PriA SSB inh	3CLpro inhibitor	CCHF vOTU inh
O=C(O)CCNS(=O)(=O)c1cccc(Br)c1	10	-2	0	-4	-19	-0.5	-4	-8	-5	-10
COc1ccc(C(CNC(=O)c2cccc(Br)c2)N2CCCC2)cc1 (centres undefined)	11	-1	-2	2	29	-1.6	-4	-6	5	2
CN(C)CCCN(C(=O)c1ccco1)c1nc2ccc(Br)cc2s1	12	-3	x	1	2	x	x	5	2	9

(further entries)
SMILES	MazF activator	Rv3671c protease	BoNT F protease	PrPC TRFRET	VHR inh abs	BoNT-A LC inh2	Anthrax LF inh2	PriA SSB inh	3CLpro inhibitor	CCHF vOTU inh
CN1C(=O)c2cccc3c(N)ccc(c23)C1=O	i	19	-11	-8	x	0.6	-6	-13	-47	-2
CC(Oc1ccc(Br)cc1)C(=O)NCC(c1cccs1)N1CCOCC1 (centres undefined)	9	0	-5	1	x	-0.5	-6	1	x	0
O=C(CNS(=O)(=O)c1c(F)cccc1F)NC1CCCc2ccccc21 (centres undefined)	-8	-4	-6	2	x	-0.1	-6	-8	x	0
CCC(Sc1nc(N)c(NC(=O)c2ccc(OC)c(OC)c2)c(=O)[nH]1)C(=O)OC (centres undefined)	6	-1	-12	-7	21	-1.2	-6	-7	-1	2
O=C1CN(C(=O)/C=C/c2ccc(Cl)cc2)c2ccccc2N1	1	-9	0	0	38	1.3	5	4	2	-2
FC(F)(F)c1ccccc1-c1ccc2nncn2c1	x	x	0	3	x	0.2	-1	x	x	15
CNc1cc(Cl)c2nonc2c1[N+](=O)[O-]	-7	x	-5	24	17	0.7	-1	-13	-6	20
O=S(=O)(c1ccccc1)N1CCC(n2cnc3ccccc32)CC1	11	3	-15	-1	-5	-0.3	7	-12	4	16
CC(=O)Nc1ccc(S(=O)(=O)Nc2nc(-c3ccc(C(C)(C)C)cc3)cs2)cc1	5	3	0	7	3	0.3	0	2	9	12
O=[N+]([O-])c1ccc(C(O)CN=Cc2ccc(O)cc2O)cc1 (centres undefined)	11	-4	-2	-7	-8	0.5	-1	7	-3	3

Screening results (PubChem BioAssay)

An excerpt. The share of hits here may be higher or lower than overall.
